Screening data deposited in PubChem by National Center for Advancing Translational Sciences (NCATS).
GALK inh: blocks human galactokinase activity. 270,000 tested, 0.007% active. Potency, µM (titrated, usually from 57.5 µM), for the others: at the highest dose activity change, negative = inhibition, usual class: inhibitors. Purified GALK, Kinase-Glo residual ATP luminescence. P51570; also: potency is read from the fitted curve at half-maximal effect; % is scaled to controls: 0 for no effect and ±100 for the full control effect
Target sequence (P51570 whole entry, looked up): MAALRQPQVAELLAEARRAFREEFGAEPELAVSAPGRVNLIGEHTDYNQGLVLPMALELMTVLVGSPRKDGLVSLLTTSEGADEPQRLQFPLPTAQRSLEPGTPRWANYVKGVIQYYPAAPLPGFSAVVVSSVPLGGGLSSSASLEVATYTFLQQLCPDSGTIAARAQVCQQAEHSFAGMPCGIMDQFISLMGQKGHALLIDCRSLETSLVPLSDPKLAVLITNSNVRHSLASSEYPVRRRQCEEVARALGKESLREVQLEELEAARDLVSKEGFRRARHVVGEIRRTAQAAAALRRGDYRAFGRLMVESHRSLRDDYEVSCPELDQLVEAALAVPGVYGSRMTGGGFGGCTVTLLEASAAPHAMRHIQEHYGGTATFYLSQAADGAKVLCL
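Kinase-Glo Plus luminescence measured ATP left after a 1 h room-temperature reaction. The reaction used 5 nM GALK, 100 uM galactose and 35 uM ATP at pH 8.0 (20 mM HEPES, 5 mM MgCl2, 60 mM NaCl, 1 mM DTT, 0.01% BSA).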
BCR signal inh: inhibitors of chronic active B-cell receptor signaling; 340,000 tested, 0.05% active; AID 493014; Potency, µM (doses to about 46.1 µM), for the others: at the top dose ratio change, negative = lower green/red ratio, usual class: inhibitors; ABC-DLBCL IkBa-CBG/CBR reporter, luminescence ratio, 4 h; active = well fitted inhibition curve with a large enough effect in the signal ratio, with a control signal flat, not every such curve was filed as active; inconclusive = small, poorly fitted or top-dose-only effect, or effect the other way, or a change in a side signal; the % refers to the signal ratio;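 also: potency is read from the fitted curve at half-maximal effect; plate controls were basal doxycycline-induced cells for no effect and cells given 10 µM MG132 for full effect; MG132 reads +100%, hits lower the ratio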
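Concentration-response series (up to 46 uM) were applied to TMD8 dual-reporter cells for 4 h at 37C with doxycycline. Green/red ratio, after filter-overlap correction, defined %Activity; red signal alone was normalised to basal cells and zero luminescence.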
A-T KAP1 phos: candidate therapy for ataxia-telangiectasia. AID 485349. […] A-T fibroblasts, KAP-1 phosphorylation AlphaLISA; neocarzinostatin DNA damage 30 min before lysis. 320,000 tested, 0.19% active. Potency, µM (top dose mostly 57.5 µM), inactives show at the highest dose activation, most hits filed as activators; also: potency is read from the fitted curve at half-maximal effect; % of control where 0% means no effect; nearly all actives have a fitted effect of over 45% in size
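hTERT-immortalized A-T patient fibroblasts ([…]), 500 cells/well in OPTI-MEM, 1% FBS, got compounds for 60 min, then NCS for 30 min at 37C. Lysates were then assayed for phospho-KAP-1 by AlphaLISA (anti-pKAP1 donor, anti-KAP1 acceptor beads), 6 hr at 25C.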
Tb PFK block: T. brucei PFK enzyme inhibition; Potency, µM (highest dose often 57.5 µM), for the others: top-dose activity, negative = inhibition, most hits filed as inhibitors; T. brucei PFK, ADP-Glo luminescence; 330,000 tested, 0.17% active; AID 485367;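 also: potency is read from the fitted curve at half-maximal effect; 0% = uninhibited 1x PFK enzyme wells and -100% = no-enzyme wells; nearly all actives have a fitted effect of over 60% in size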
Target sequence (O15648 whole entry, looked up): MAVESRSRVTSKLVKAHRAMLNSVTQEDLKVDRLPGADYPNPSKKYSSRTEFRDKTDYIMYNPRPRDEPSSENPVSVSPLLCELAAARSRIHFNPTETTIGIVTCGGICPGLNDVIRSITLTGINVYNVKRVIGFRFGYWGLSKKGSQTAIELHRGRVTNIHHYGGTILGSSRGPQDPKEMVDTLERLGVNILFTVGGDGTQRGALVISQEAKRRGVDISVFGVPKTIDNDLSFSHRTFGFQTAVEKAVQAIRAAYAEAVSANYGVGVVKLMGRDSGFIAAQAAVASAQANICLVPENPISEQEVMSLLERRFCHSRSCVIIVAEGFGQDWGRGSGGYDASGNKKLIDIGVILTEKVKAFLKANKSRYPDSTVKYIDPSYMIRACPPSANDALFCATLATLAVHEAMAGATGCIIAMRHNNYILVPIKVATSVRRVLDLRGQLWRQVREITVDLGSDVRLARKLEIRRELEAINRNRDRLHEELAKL
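Luminescent ADP detection (ADP-Glo, two-step: ATP depletion then ADP-to-ATP conversion for luciferase) reported PFK activity after 45 min room-temperature reaction of 1.25 nM enzyme with 0.5 mM F6P and 0.1 mM ATP at pH 8.0.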
Giardia killer: kills Giardia lamblia | activity change, % at 7.66 µM, hits read low | Giardia lamblia trophozoite viability | 340,000 tested, 0.15% active; in the data active = activity change below about -80%; inconclusive = between about -30% and that limit;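 also: parasites exposed to compound for two days anaerobically before the ATP read; % is scaled to controls: 0 for no effect and ±100 for the full control effect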
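Giardia trophozoites, 100 cells per well, were exposed to compounds for 48 hrs at 37 deg C under anaerobic conditions; viability was then read as ATP content by bioluminescence after 15-30 min at room temperature.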
TCR activator: activates T cell receptor signaling; 330,000 tested, under 10 active; Potency, µM (highest dose often 9.22 µM), for the others: at the highest dose activation of IL-2 secretion, hits mostly activators; primary human leukocytes, anti-CD3, IL-2 HTRF, 48 h; also: % of control where 0% means no effect
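48 hr co-incubation of compounds, a-CD3 beads and primary human leukocytes; IL-2 quantified homogeneously by HTRF with anti-IL-2 K and d2 conjugates.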
CXXC DNA block: MLL CXXC-DNA interaction inhibition; Q03164; MLL-CXXC / FITC-HOXA9 DNA fluorescence polarization; Potency, µM (titrated, usually from 115 µM), without a hit: at the top dose activity change, negative = inhibition, actives largely listed as inhibitors; 290,000 tested, 0.037% active; AID 2662; active = well fitted inhibition curve with a large enough effect in the polarisation, with a control signal flat, not every such curve was filed as active; inconclusive = small, poorly fitted or top-dose-only effect, or effect the other way, or a change in a side signal; inactive = no such curve, though single readings can be large or run the other way; the % refers to the polarisation; also: potency is read from the fitted curve at half-maximal effect
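Purified MLL-CXXC (added from a 7 uM solution) was preincubated 5 min at ambient with pinned compounds in 50 mM Tris-HCl pH 7.5, 50 mM NaCl, 1 mM DTT, 0.05% BSA. Fluorescein-labeled HOX-A9 DNA (50 nM solution) followed, 30 min, then polarization read.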
KCNH2 WT inh: KCNH2 (human, wildtype) channel inhibition. U2OS, BacMam KCNH2, thallium flux FluxOr; stronger effect = lower value. activity change, % at 1.84 µM. 340,000 tested, 0.37% active. AID 720551;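 active = maximum activity change below -70%; inconclusive = maximum activity change between -70% and -50%; inactive = maximum activity change above -50%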; also: % is scaled to controls: 0 for no effect and ±100 for the full control effect
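U2OS cells transduced with wild-type KCNH2 virus are loaded with FluxOr dye for 45 min, and thallium flux is measured in kinetic reads before and after stimulation buffer. Rate constants are normalized to DMSO controls.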
TSHR antagonist: blocks TSH signaling through the human TSH receptor; 330,000 tested, 0.2% active; AID 504810; activity change, negative = inhibition, % at 11.5 µM; P16473; TSHR-expressing cells, TSH-stimulated cAMP HTRF, 2 h; stronger effect = lower value;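 active = activity change below a set negative limit, meaning inhibition stronger than a set level, cut at about -70% in these data; inconclusive = activity change between two set negative limits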; also: % is scaled to controls: 0 for no effect and ±100 for the full control effect
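Cell-based HTRF cAMP assay; TSHR cells + compound, TSH EC80 (4nM final), 2 h, 37 deg C. Lysis with anti-cAMP cryptate and cAMP-d2, 30 min RT, read 665/620 nm.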
FBPA coupling cs: counter-screen for Giardia aldolase inhibitors: coupling enzyme system. coupling enzyme system counterscreen, AmpLite Red fluorescence. activity change, negative = inhibition, % at 58.2 µM, hits read low. AID 2472. 290,000 tested, 0.67% active; in the data active = activity change below about -30%; also: % is scaled to controls: 0 for no effect and ±100 for the full control effect
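Final compound at 57.5 uM, incubated 10 min at RT with coupling enzyme reagent (glyceraldehyde-3-phosphate), then 20 min with substrate and AmpLite Red detection. Fluorescence read at 525/598 nm; tests interference with the coupling assay, not aldolase inhibition.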
An asterisk follows results filed as active; u = inconclusive; x = not tested or not shown; & = joins results of further samples; [ ] = dose if it differs, or a comment. Unless noted, calls follow the shape of the dose curve; as a rule, active = well fitted curve in the direction sought with a large enough effect; inconclusive = small, poorly fitted or top-dose-only effect, or another doubt; inactive = no such curve, though single readings can be large; an effect the other way counts as inactive or inconclusive.

Compound	A-T KAP1 phos	TCR activator	GALK inh	TSHR antagonist	Tb PFK block	BCR signal inh	KCNH2 WT inh	CXXC DNA block	FBPA coupling cs	Giardia killer
Cc1nc2cc(NC(=O)c3cccc(S(C)(=O)=O)c3)ccc2o1	1%	-2%	16%	9	-6%	u	-20	-17%	-1	-16
Cc1onc(-c2c(F)cccc2Cl)c1C(=O)c1ccccc1O	-3%	-69%	x	-1	-1%	7%	-7	-4%	4	9
CCOc1ccc2oc(C(=O)N3CCN(c4ccccn4)CC3)c(C)c2c1	2%	-13%	5%	-15	-13%	4%	13	16%	x	-6
COc1cc(/C=N/NC(N)=S)ccc1OCc1ccc(C)cc1	7%	2%[46.1 µM]	0%	-2	2%	u	22	-1%	1	0
O=C(O)/C=C/C(=O)c1ccc2c(c1)CCc1ccccc1-2	3%	2%	x	-29	-6%	u	3	x	x	12
C/C(=N\NC(=O)C1CC1c1ccccc1)c1ccc(C)s1 (stereo not drawn)	-5%	-12%	-1%	10	0%	-1%	9	7%	0	24
O=C(c1ccccc1[N+](=O)[O-])N1CC2C3C=CC(C3)C2C1 (stereo not drawn)	-1%	10%	8%	-14	-7%	-3%	14	4%	3	17
CCC(=O)c1ccc(OCC(O)Cn2nc(C)c(Br)c2C)cc1 (stereo not drawn)	5%	-2%	4%	3	0%	1%	8	-7%	0	19
Cc1ccc2c(COC(=O)c3n[nH]c4ccccc34)cc(=O)oc2c1	25%	7%	0%	-10	-11%	u	3	20%	0	8
CC(C)(C)OC(=O)C[C@H]1C/C=C\C[C@@H](CC(=O)N(CCO)Cc2ccccc2)C(=O)N2CCC[C@@H]2COC1=O	5%	0%	x	15	10%	2%	x	x	x	7
Cc1ccc(CCNC(=O)C2CCCN(S(=O)(=O)c3c(C)noc3C)C2)cc1 (stereo not drawn)	-4%	7%	0%	-4	0%	-3%	0	0%	0	-12
C[C@@H]1CCC2[C@](C)(CO)[C@@H](O)CC[C@]2(C)[C@@]12CCC(CO)(CCO)O2 (stereo partly drawn)	0%	0%	2%	21	4%	-1%	-1	1%	1	18
COCCCN1C(=O)c2ccccc2C1C(=O)NC1CCCCCC1 (stereo not drawn)	-3%	x	-1%	21	0%	-3%	16	18%	0	9
Nc1cc(OC(=O)c2ccccc2Br)nn1S(=O)(=O)c1ccccc1	-1%	2%	-3%	71	-2%	u	3	95%[activator]	1	-2
OC(CN1CCCCC1)Cn1c2ccc(Cl)cc2c2cc(Cl)ccc21 (stereo not drawn)	x	2%	x	26	-1%	u	20	14%	-2	18
O=C(Cc1ccccc1)N/N=C/c1ccc(OC(=O)/C=C\c2ccco2)cc1	-3%	2%[46.1 µM]	-2%	13	4%	u	-5	13%	1	-2
COc1ccc(Cc2noc(-c3ccc([N+](=O)[O-])cc3)n2)cc1OC	-3%	4%	2%	-3	-2%	-3%	19	-1%	-1	-2
Cn1nccc1NS(=O)(=O)c1ccc(NC(=O)C(F)(F)F)cc1	6%	3%	-1%	-3	5%	1%	-1	-3%	1	-14
CCOC(=O)Cn1c(=NC(=O)c2cc(-c3cccs3)nc3ccccc23)sc2cc(S(N)(=O)=O)ccc21	4%	6%[46.1 µM]	1%	1	3%	u	3	3%	0	-8
C=CCn1c(SCC(=O)NCC2CCCO2)nnc1-c1ccccc1 (stereo not drawn)	5%	2%	2%	7	-2%	0%	2	u	0	-12
CC(=O)Nc1ccc(C(=O)N/N=C/c2ccncc2)cc1	-1%	5%	0%	3	-6%	u	-7	6%	6	-2
CCn1c(SCC(=O)Nc2nc(-c3ccc(C)cc3)cs2)nnc1-c1ccccc1	x	0%	2%	-8	-1%	u	-9	3%	-6	-1
CCn1c(CSc2nc(C)cs2)nc2cc(S(=O)(=O)N(C)C)ccc21	2%	-27%	-1%	1	-4%	11%	2	-1%	-1	-6
O=C(c1cc2c(s1)CCCC2)n1cccn1	-5%	-5%	0%	1	-22%	2%	4	21%	2	-6
Cn1c(=O)n(C)c2cc([N+](=O)[O-])c(N3CCN(C(=O)C(C)(C)C)CC3)cc21	3%	-2%	6%	1	-1%	-1%	-8	1%	3	10
COc1ccc(-c2ccc(=O)n(CC(=O)NCc3ccco3)n2)cc1	-10%	-2%	-2%	-7	-21%	-1%	1	-2%	1	0
COc1cc(/C=C/C(=O)OCC(=O)N2CCOCC2)ccc1OCC#N	11%	7%	0%	11	3%	0%	-2	-25%	1	-6
O=C(Nc1ccc(N2CCOCC2)cc1)C1CC(=O)N(c2ccc(Cl)cc2)C1 (stereo not drawn)	1%	-2%	8%	-5	-1%	-2%	-2	10%	-1	-20
COC(=O)C1=C(C)NC(=O)NC1c1ccsc1 (stereo not drawn)	0%	-6%	-2%	2	-9%	6%	-10	-23%	3	6
COc1cc(/C=N/N=C/c2c[nH]c(=O)c(C#N)c2Nc2ccccc2)ccc1O	6%	-4%	-1%	17	-1%	3%	-6	7%	1	3

(more compounds)
Compound	A-T KAP1 phos	TCR activator	GALK inh	TSHR antagonist	Tb PFK block	BCR signal inh	KCNH2 WT inh	CXXC DNA block	FBPA coupling cs	Giardia killer
O=C(CN1CCCCCC1)Nc1cccc([N+](=O)[O-])c1	-3%	-13%	-1%	19	-2%	-13%	26	14%	1	13
CCOc1ccc(NC(=O)CN(C)C(=O)CCSc2ccc(F)cc2)cc1OCC	-9%	1%	x	12	-13%	-3%	0	x	x	7
O=C(Nc1nc(-c2ccc(Cl)cc2)cs1)C1CCCO1 (stereo not drawn)	5%	-4%	8%	-13	-5%	1%	17	0%	-2	20
CCCNC(=O)Nc1ccc2c(c1)N(C)C(=O)c1ccccc1S2	-1%	-4%	-4%	-10	-1%	-7%	-1	1%	3	-5
CC1(C)CC(=O)C/C(=N\NC(=O)c2cccs2)C1	5%	7%[46.1 µM]	1%	7	2%	0%	-4	7%	-1	-18
O=C(Nc1oc2ccccc2c(=O)c1-c1ccc(Br)cc1)c1ccco1	-7%	6%	4%	1	6%	4%	-5	-2%	x	-28
O=c1cc(COc2ncnc3c(Cl)cc(Cl)cc23)nc2sccn12	-1%	0%	x	1	2%	-2%	-8	2%	-2	-4
COc1ccc(C2CC(c3ccc(F)cc3)Nc3nc(N)nn32)cc1 (stereo not drawn)	4%	-4%[46.1 µM]	-2%	-2	-1%	3%	4	-9%	1	0
O=C(c1ccc(Cl)nc1)N1CCN(S(=O)(=O)c2ccccc2)CC1	6%	-2%	1%	4	1%	-8%	-5	5%	2	-14
Oc1ccc(Cl)cc1CNc1cccc2cccnc12	5%	x	2%	4	0%	-6%	-15	49%[activator]	-17	4
COCCn1nnnc1CN1CCOCC1	-3%	-1%	8%	7	-1%	1%	-1	1%	-2	-6
C[C@@]12C(=O)Nc3ccc(Cl)cc3C(=O)N1[C@H]1c3cc(Br)ccc3OC[C@@H]1[C@@H]2c1ccccc1	1%	-3%	x	-10	0%	u	8	x	x	-5
CCOc1ccc(C(=O)Cc2cc(OC)c(OC)cc2[N+](=O)[O-])cc1	1%	-2%	4%	-3	-1%	2%	-18	-4%	4	18
Cc1cccc(N(C)C(=O)c2coc(=O)c3ccccc23)c1	3%	-6%	0%	3	5%	2%	20	3%	0	-25
COc1cc(/C=C(/C#N)C(=O)Nc2ccccc2)c(Br)cc1OCc1ccc(C(=O)O)cc1	24%	1%	x	-17	u	u	-7	-6%	8	-8
Cn1cc(CN2CCN(Cc3ccc4c(c3)OCO4)CC2)c(-c2ccccc2F)n1	7%	-2%	4%	0	0%	-5%	29	0%	1	-15
COc1ccc([C@H]2CC(=O)C=C(c3ccc(F)cc3OCc3ccccc3)C2)cc1	9%	-1%	x	-23	0%	-1%	x	x	x	3
CCOC(=O)CSc1nnc(-c2ccc(S(=O)(=O)N3CCOCC3)cc2)n1-c1ccccc1	x	-32%	1%	-5	-1%	10%	-3	8%	5	5
O=C(c1cnccn1)N(Cc1cccs1)C1(C(=O)NC2CCCC2)CCCCC1	0%	-5%[46.1 µM]	-2%	0	8%	4%	-1	0%	1	-8
COC(=O)C(CC(C)C)N1CCC(=O)c2ccccc2S1(=O)=O (stereo not drawn)	-22%	7%	0%	-1	0%	6%	x	2%	1&1	-13&-9
O=S(=O)(c1ccc(N2CCCC2)cc1)C(F)(F)F	11%	x	-1%	-11	-5%	10%	-7	-2%	-8	1
OCCN(CCO)c1nc2ccccc2[nH]1	-8%	3%	1%	-1	-5%	-1%	-9	-1%	5	-29
CCOc1ccccc1N(CC(=O)NCCSc1ccccn1)S(=O)(=O)c1ccccc1	3%	-9%	0%	13	6%	5%	-6	9%	1	-24
O=C(O)c1oc2ccccc2c1CN1CCN(c2ccccc2)CC1	-2%	1%	0%	6	-5%	10%	3	-4%	2	-23

Not a hit list; any-hit rate near 1.6%.
